Source: PubChem BioAssay
EPAC1 ag: activates human EPAC1 exchange factor. O95398. EPAC1 agonist qHTS, biochemical assay; response scale: 100% = response to 6.5 mM cAMP. Potency, µM (titrated, usually from 154 µM), for inactives: top-dose activation, most hits filed as activators. 360,000 compounds, 0.073% hits; also: nearly all actives have a fitted effect of over 60% in size
Target sequence (O95398 whole entry, looked up): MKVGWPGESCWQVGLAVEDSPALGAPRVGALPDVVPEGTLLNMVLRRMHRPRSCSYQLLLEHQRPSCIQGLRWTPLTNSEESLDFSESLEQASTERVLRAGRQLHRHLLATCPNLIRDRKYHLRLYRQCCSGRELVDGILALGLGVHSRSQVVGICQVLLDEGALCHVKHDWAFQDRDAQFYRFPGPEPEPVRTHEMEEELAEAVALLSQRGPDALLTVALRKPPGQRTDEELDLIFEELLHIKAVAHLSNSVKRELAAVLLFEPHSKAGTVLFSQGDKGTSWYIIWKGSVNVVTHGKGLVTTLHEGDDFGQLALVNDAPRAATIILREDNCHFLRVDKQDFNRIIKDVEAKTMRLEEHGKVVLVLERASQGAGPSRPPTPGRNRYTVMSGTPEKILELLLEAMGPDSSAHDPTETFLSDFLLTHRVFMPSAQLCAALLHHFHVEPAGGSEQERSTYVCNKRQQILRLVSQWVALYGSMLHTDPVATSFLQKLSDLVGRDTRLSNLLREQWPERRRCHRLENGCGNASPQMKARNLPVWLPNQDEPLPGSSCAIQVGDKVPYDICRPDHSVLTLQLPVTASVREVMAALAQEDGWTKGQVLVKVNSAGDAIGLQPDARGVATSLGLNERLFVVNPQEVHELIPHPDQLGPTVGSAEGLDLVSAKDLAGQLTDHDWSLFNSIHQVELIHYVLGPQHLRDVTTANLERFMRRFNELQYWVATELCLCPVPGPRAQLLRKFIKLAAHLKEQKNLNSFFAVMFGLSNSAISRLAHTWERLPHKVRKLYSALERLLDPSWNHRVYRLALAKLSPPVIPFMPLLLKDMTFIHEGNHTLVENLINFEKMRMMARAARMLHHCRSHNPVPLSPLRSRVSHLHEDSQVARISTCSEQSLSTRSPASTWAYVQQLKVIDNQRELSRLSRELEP
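EPAC1 100 nM, Rap1B–BODIPY-GDP 250 nM, unlabeled GDP 50 uM; compound titration; 5 min RT; kinetic read ex480/em540 at 5-min intervals ×30 min; data normalized to 6.5 mM cAMP agonist control.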
PTHR1 ag: PTHR1 (human) receptor agonism; Q03431; HEK293 GP2 PTHR1 cells, GloSensor cAMP luminescence, 1 h; Potency, µM (titrated, usually from 115 µM), for inactives: at the top dose activation, actives largely listed as activators; 410,000 compounds, 0.075% hits; also: nearly all actives have a fitted effect of over 55% in size; some results filed as inactive show a strong effect at the top dose; inactives centre near -15; many of its hits are not listed in these tables
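HEK-293-derived GP2 cells expressing PTHR1 and a GloSensor cAMP reporter, 3,000/well, plated overnight, given luciferin plus IBMX (each 0.5 mM as added) for 1 h at 37 °C, then compound for 1 h at 37 °C. Luminescence was read after 15 min at room temperature.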
EPAC2 ag: agonists of human EPAC2 (RAPGEF4) | Potency, µM (top dose mostly 154 µM), for the others: top-dose activation, hits mostly activators | EPAC2 activation, biochemical qHTS; response scale: 100% = 6.5 mM cAMP response | Q8WZA2 | AID 720711 | 360,000 compounds, 0.079% hits; also: nearly all actives have a fitted effect of over 50% in size
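Nucleotide exchange monitored as fluorescence drop when BODIPY-GDP leaves Rap1B. Reaction: 100 nM EPAC2, 250 nM RAP1B-BODIPY-GDP, 50 uM GDP, room temperature, kinetic read over 30 min. Activity expressed relative to 6.5 mM cAMP.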
EPAC1 antagonist: EPAC1 (human) antagonism | O95398 | 360,000 compounds, 0.14% hits | EPAC1 GEF assay, Rap1b-BODIPY-GDP exchange fluorescence | Potency, µM (doses to about 115 µM), inactives show at the highest dose activity change, negative = inhibition, hits mostly inhibitors;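 also: plate controls were vehicle for no effect and positive control for full effect; nearly all actives have a fitted effect of over 50% in size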
EPAC2 antagonist: blocks human EPAC2 exchange factor; Potency, µM (highest dose often 114 µM), for inactives: at the highest dose activity, negative = inhibition, actives largely listed as inhibitors; EPAC2 GEF exchange of Rap1B-BODIPY-GDP, fluorescence; AID 720708; 360,000 compounds, 0.18% hits; Q8WZA2; also: % is scaled to controls: 0 for no effect and ±100 for the full control effect; nearly all actives have a fitted effect of over 45% in size; many of its hits are not listed in these tables
aSyn rescue: rescues yeast growth from alpha-synuclein toxicity. Yeast expressing alpha-synuclein, growth rescue, BacTiter-Glo, 24 h. Potency, µM (top dose mostly 46.1 µM), for the others: top-dose growth rescue (activation), actives largely listed as activators. 370,000 compounds, 0.14% hits; also: % of control where 0% means no effect; nearly all actives have a fitted effect of over 65% in size
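Readout is rescue of growth in alpha-synuclein-expressing yeast, so inhibitors of toxicity appear as activators. Growth after 24 hr at 30 deg C in galactose medium is quantified by luminescence.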
TDP43 rescue: rescues yeast growth from TDP-43 toxicity | Potency, µM (titrated, usually from 46.1 µM), without a hit: at the highest dose growth rescue (activation), actives largely listed as activators | TDP-43 expressing yeast growth rescue, BacTiter-Glo, 24 h | 410,000 compounds, 1.8% hits | AID 652104; also: % of control where 0% means no effect; nearly all actives have a fitted effect of over 50% in size
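Yeast cells expressing TDP-43 under galactose induction are exposed to compounds for 24 hr at 30 deg C. BacTiter-Glo luminescence measures growth, so protective compounds score as activators.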
FUS suppressor: rescues growth of FUS-expressing yeast; 390,000 compounds, 0.24% hits; S. cerevisiae FUS-expressing, growth rescue, OD600, 24 h; Potency, µM (titrated, usually from 76.6 µM), for inactives: at the top dose growth rescue (activation), hits mostly activators;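 also: plate controls were DMSO vehicle for no effect and reference control for full effect; nearly all actives have a fitted effect of over 55% in size; some results filed as inactive show a strong effect at the top dose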
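Steps: raffinose overnight preculture; dilution to OD 0.005 in 2% galactose minimal medium; compound addition (concentration series); 24hr at 30C, 99% humidity; absorbance read at 600 nm.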
Starred values were filed as active, the others as inactive; i = inactive; ? = inconclusive; . = not tested or not shown; & = joins results of further samples; [ ] = another dose, or the depositor's remark. Calls follow the shape of the dose curve; as a rule, active = well fitted curve in the direction sought with a large enough effect; inconclusive = small, poorly fitted or top-dose-only effect, or another doubt; inactive = no such curve, though single readings can be large; an effect the other way counts as inactive or inconclusive. Potency is read from the fitted curve at half-maximal effect. This is a subset (hit frequency here may not be typical).

SMILES	EPAC1 ag	PTHR1 ag	EPAC2 ag	EPAC1 antagonist	EPAC2 antagonist	aSyn rescue	TDP43 rescue	FUS suppressor
Cc1ccc(OCCn2cccn2)c(C)c1	-8%	i	5%	3%	?	2%	-1%	-35%
CN1CCc2c1nc1ccccc1c2N (tested in a mixture with another compound)	1%	i	5%	-5%	3%	2%	14%	-7%
O=C(N/N=C/c1c[nH]c2ccccc12)c1cc(-c2cccc3ccccc23)n[nH]1	1%	i	16%	-18%	-2%	-4%	-10%[9.22 µM]	?
COc1ccccc1CNc1nc(NCc2ccccc2F)c2sccc2n1	5%	-44%[inhibitor]	11%	-9%	-6%	1%	22%	23%
Cn1c(CCNS(=O)(=O)c2ccccc2)nc2cc([N+](=O)[O-])ccc21	11%	i	-1%	7%	0%	0%	-3%	9%
C=CCSc1nc(N)c2c(C)c(C)sc2n1	6%	-1%[57.5 µM]	3%	-1%	-1%	1%	9%	9%
CCOc1cccc2cc(-c3csc(NC(=O)CCC(=O)N4CCC(C)CC4)n3)c(=O)oc12	4%	-5%[57.5 µM]	-1%	2%	-4%	5%	0%	4%
COc1ccc(Oc2ncnc3sccc23)cc1	-3%	i	9%	-8%	-15%	-6%	?	6%
Cn1c(=O)c2c(ncn2CC(=O)N2CCN(c3cccc(Cl)c3)CC2)n(C)c1=O	-1%	?	0%	13%	-5%	1%	7%	7%
CCC(C)[C@H](NC(=O)[C@@H]1Cc2c([nH]c3ccccc23)C2c3ccccc3C(=O)N21)C(=O)NCC1CCCO1 (some centres undefined)	-11%	i	4%	-6%	-12%	3%	8%	?
CC(C)C[C@H](NC(=O)c1[nH]cnc1C(=O)N[C@@H](Cc1ccccc1)C(=O)OC(C)(C)C)C(=O)OC(C)(C)C	-35%[inhibitor]	-43%[inhibitor]	-10%	-27%	-15%	11%	5%	28%
COc1ccc(-c2cc(C(=O)NCC3CCCO3)c3cc(C(C)C)ccc3n2)cc1 (centres undefined)	11%	-25%	2%	-18%	-1%	-16%	7%	14%
CC(C)[C@H](NC(=O)C1CC(=O)N(c2ccc3c(c2)OCCO3)C1)C(=O)NC1CCCC1 (some centres undefined)	7%	-12%	-12%	-17%	13%	2%	4%	9%
Cc1cccc(NC(=O)c2cc(S(=O)(=O)N3CCCCC3)ccc2Cl)n1	-6%	i	-1%	-8%	6%	-1%	-14%	-11%
N#Cc1cccc(NCC(=O)Nc2cccc(S(=O)(=O)N3CCCCC3)c2)c1	10%	-37%[inhibitor]	7%	-3%	-10%	3%	12%	20%
CCN1C(=O)CC(N2CCC(Cc3ccccc3)CC2)C1=O (centres undefined)	5%	i	3%	6%	-6%	7%	2%	-10%
O=C(C(=O)N1CCN(c2ccc(F)cc2)CC1)c1c[nH]c2ccccc12	1%	-19%	2%	11%	-3%	2%	1%	3%
O=C(NC1CCCCC1)C(c1ccncc1)N(C(=O)c1csnn1)c1cccc(F)c1 (centres undefined)	-2%	-19%	-11%	3%	-8%	3%	9%	13%
CC(C)CNC(=S)NC1CC2CCC(C1)N2Cc1ccccc1 (centres undefined)	8%	i	9%	-5%	-2%	-7%	-14%	-11%
Cc1ccc(CN2CCN(Cc3nc4ccccc4nc3C)CC2CCO)cc1 (centres undefined)	-4%	i	-2%	14%	2%	6%	9%	-30%
CN(CC(=O)Nc1c(Cl)cccc1Cl)C(=O)c1ccccc1-c1nc2ccccc2s1	-2%	-10%	5%	0%	7%	2%	?	.
COc1cccc(CN2C(=NC(=O)C3CCCO3)SC3CS(=O)(=O)CC32)c1 (centres undefined)	10%	-23%	3%	-9%	4%	3%	5%	-33%
COc1ccc(Cl)cc1NC(=O)CNC(c1ccccc1)c1ccccc1	13%	-8%	9%	-3%	-20%	3%	12%	23%
CCn1c(NCCc2ccc(OC)c(OC)c2)nc2c1c(=O)n(C)c(=O)n2C	1%	-45%[inhibitor]	4%	5%	-4%	-7%	15%	.
CCO[C@@H]1OC(C(=O)NCc2nc3ccccc3[nH]2)=C[C@H](C2CC2)[C@H]1CCCO	-1%	i	2%	5%	3%	-1%	1%	-12%
O=C(NCCCN1CCCC1=O)C1CCN(S(=O)(=O)c2cccc(C(F)(F)F)c2)CC1	2%	i	-5%	7%	0%	1%	9%	6%
COc1cc(/C=C(/C#N)c2ccc(C)cc2)ccc1Oc1ccc([N+](=O)[O-])cn1	12%	i	13%	-7%	-2%	-21%	3%	18%
C[C@@]12CC[C@H]3OC(=O)C=C3C1CC[C@@]13CC(CCC12)[C@](CO)(O[C@H]1O[C@H](CO)[C@@H](O)[C@H](O)[C@H]1O)C3 (some centres undefined)	-22%	-4%	3%	-3%	7%	1%	0%	-13%
Cc1ccc(S(=O)(=O)N2[C@H](CC(=O)c3ccccc3)OC[C@@H]2C(C)C)cc1	18%	i	15%	-4%	-5%	3%	-6%	?
O=C(c1ccc(Cl)c(S(=O)(=O)N2CCCC2)c1)N1CCCC(C(F)(F)F)C1 (centres undefined)	-3%	i	-3%	-2%	9%	-2%	18%	10%

Molecules shown so far with a CF3 group:
SMILES	EPAC1 ag	PTHR1 ag	EPAC2 ag	EPAC1 antagonist	EPAC2 antagonist	aSyn rescue	TDP43 rescue	FUS suppressor
O=C(NCCCN1CCCC1=O)C1CCN(S(=O)(=O)c2cccc(C(F)(F)F)c2)CC1	2%	i	-5%	7%	0%	1%	9%	6%
O=C(c1ccc(Cl)c(S(=O)(=O)N2CCCC2)c1)N1CCCC(C(F)(F)F)C1 (centres undefined)	-3%	i	-3%	-2%	9%	-2%	18%	10%

Continuation.
SMILES	EPAC1 ag	PTHR1 ag	EPAC2 ag	EPAC1 antagonist	EPAC2 antagonist	aSyn rescue	TDP43 rescue	FUS suppressor
Cc1nn(-c2ccc(C(=O)OC(C)C)cc2)c(C)c1[N+](=O)[O-]	5%	-27%	6%	2%	-20%	12%	2%	14%
CNc1sc(C(=O)c2cccs2)c(N)c1-c1nc2ccccc2s1	0%	-8%[57.5 µM]	4%	-19%	3%	-15%	19%	8%
O=C(N/N=C1\CCc2ccccc21)c1ccc(O)cc1	-3%	-5%	15%	-5%	1%	1%	4%	21%
COc1ccc(NC(=O)CC2Nc3cccc4cccc(c34)NC2=O)cc1 (centres undefined)	-10%	-28%	0%	15%	9%	-5%	-15%&-5%	39%&40%
CCOC(=O)c1c(N)sc(C(=O)N2CCOCC2)c1C	3%	-6%[57.5 µM]	1%	5%	-1%	4%	1%	16%
CCCCn1c(=O)c(F)cn(Cc2ccc(OC)c([N+](=O)[O-])c2)c1=O	-4%	i	-4%	16%	7%	-8%	15%	.
CC(=O)Nc1ccc(SCC(=O)OCC(=O)NC(=O)NCc2ccco2)cc1	9%	i	0%	0%	-2%	?	2%	15%
COc1ccccc1C(=O)N1CCN(Cc2cn[nH]c2-c2ccc(F)cc2F)CC1	5%	i	2%	-6%	-8%	10%	18%	-15%
Brc1cc2c(cc1CN1CCc3ccccc3C1)OCO2	10%	-29%	10%	-10%	-15%	?	6%	-15%
Cc1ccc(S(=O)(=O)Nc2c(C)n(C)n(-c3ccccc3)c2=O)cc1	-2%&11%	i	7%&-1%	9%&-5%	8%&1%	-1%&-1%	14%[9.22 µM]	13%&-5%
O=C(CN1CCc2ccccc2C1)Nc1ccccc1C(F)(F)F	1%	-12%	9%	-8%	-14%	1%	3%	-9%
O=C(CSc1nnc2sc3ccccc3n12)c1ccco1	7%	-47%[inhibitor][57.5 µM]	13%	7%	-4%	15%	3%	7%
Cc1ccc(CS(=O)(=O)c2ncc(Cl)c(C(=O)Nc3nnc(C(C)C)s3)n2)cc1	-13%	-23%&-46%	7%	-30%	3%	20%	14µM*	44%&22%
COC(=O)C1(C#N)C(c2ccccc2)C1(C(=O)OC)C(=O)OC (centres undefined)	-10%	13%[57.5 µM]	-2%	-1%	1%	-3%	0%	3%
Cn1cccc1Cc1nnc(SCC(=O)NCC2CCCO2)n1CCc1ccccc1 (centres undefined)	-5%	i	19%	1%	-4%	1%	-27%	19%
CCOc1ccc(N(CC(=O)NCc2cccnc2)S(=O)(=O)c2ccc(F)cc2)cc1	0%	-4%	5%	-8%	6%	1%	16%	14%
COc1ccc(C(=O)NNc2ccccc2)cc1	7%	i	-2%	-1%	4%	-1%	7%	1%
CCN(CC(=O)Nc1cc(Cl)ccc1C)C(=O)Cc1sc(C)nc1-c1ccc(F)cc1	15%	-3%	12%	?	-12%	-1%	-16%	39%
COC(=O)c1cccnc1Oc1ccccc1	-2%	i	5%	8%	-2%	3%	19%	-7%
COc1ccc(S(=O)(=O)NC2CCCCC2)cc1F	-8%	i	12%	3%	-1%	2%	?	1%
Cc1ccc(OCC(=O)Nc2ccc3c(c2)nc2n3CCOC2)cc1	1%	-7%[57.5 µM]	2%	11%	6%	1%	16%	12%
O=C(NCc1ccccc1Cl)c1ccc(S(=O)(=O)N2CCCC2)cc1	-5%	-7%	7%	-11%	-2%	3%	5%	.
CC(c1ccccc1)C(OC(=O)c1cccc([N+](=O)[O-])c1C(=O)O)c1ccccc1 (centres undefined)	4%	-5%	9%	-4%	-4%	-5%	-7%	12%
CCOC(=O)/C=c1\s/c(=C(\C#N)C(N)=O)n(-c2ccccc2)c1=O	6%	-44%	1%	-1%	2%	0%	-1%	6%
CC(C)CC(=O)NC(c1ccccc1)c1c(O)ccc2ccccc12 (centres undefined)	5%	i	19%	?	-7%	3%	6%	10%
COc1cc(CNCCc2ccccc2)ccc1OCC(N)=O	12%	i	4%	2%	2%	-2%	-6%	-5%
Cc1ccc(-c2cc(C)nc3ncnn23)cc1	-9%	-1%	13%	0%	12%	1%	26%	-3%
COc1ccc(Cc2c(-c3ccc(Cl)cc3)nc3c(C)cc(Br)cn23)c(C)c1	7%	-22%	4%	4%	1%	6%	14%	22%
O=C(CSc1ncccn1)NN=C1CCCCCCC1	0%	-34%[57.5 µM]	16%	4%	2%	2%	10%	-25%
CC(C)(C)OC(=O)NCCC(=O)N/N=C/c1cccc2nccnc12	3%	i	8%	-12%	5%	-1%	6%	2%

An excerpt from above, reduced to FUS suppressor and EPAC2 ag.
SMILES	FUS suppressor	EPAC2 ag
Cc1ccc(S(=O)(=O)Nc2c(C)n(C)n(-c3ccccc3)c2=O)cc1	13%&-5%	7%&-1%
Cn1c(CCNS(=O)(=O)c2ccccc2)nc2cc([N+](=O)[O-])ccc21	9%	-1%
O=C(N/N=C/c1c[nH]c2ccccc12)c1cc(-c2cccc3ccccc23)n[nH]1	?	16%
